# Compound activity as filed in PubChem.
# MazEF act: activators of E. coli MazEF toxin-antitoxin RNase. P0AE70. FAM/BHQ RNA-DNA oligo cleavage fluorescence, 5 h. actives 0.32% (n = 350,000). activation, % at 20 µM. AID 504720; in the data active = activation above about 50%
# Target sequence (P0AE70 whole entry, looked up): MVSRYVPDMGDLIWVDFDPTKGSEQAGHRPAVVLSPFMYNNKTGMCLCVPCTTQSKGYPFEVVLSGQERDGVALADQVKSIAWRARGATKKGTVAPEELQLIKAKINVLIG
# CCHF vOTU inh: CCHFV vOTU protease inhibition. Pep-AMC fluorescence. inhibition, % at 11.5 µM. actives 0.55% (n = 370,000); in the data active = inhibition above about 30%; also: 0% = vehicle wells with enzyme and 100% = no enzyme wells
# TcdB GH inh: TcdB glycohydrolase inhibition | inhibition, % at 9.99 µM | AID 652162 | TcdB glycohydrolase enzymatic assay, plate reader | P18177 | actives 0.24% (n = 350,000); in the data active = inhibition above about 10%
# Vc quorum ag: induces V. cholerae light production without autoinducers. V. cholerae BH1578 lux reporter, luminescence, 6 h. activation, % at 18.7 µM. actives 0.16% (n = 350,000); in the data active = activation mostly above about 9.7%, no sharp cut-off; also: not every result past the cut was called active; inactives centre near 0; reference of the scale not given here
# Rv3671c inh: Rv3671c (M. tuberculosis) protease inhibition; inhibition, % at 5.96 µM; actives 0.048% (n = 320,000); AID 2606; in the data active = inhibition above about 38%;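 also: extracellular domain of Rv3671c used as enzyme; 0% = enzyme with DMSO and 100% = no enzyme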
# Target sequence (P9WHR9 whole entry, looked up, the tested form may be a part): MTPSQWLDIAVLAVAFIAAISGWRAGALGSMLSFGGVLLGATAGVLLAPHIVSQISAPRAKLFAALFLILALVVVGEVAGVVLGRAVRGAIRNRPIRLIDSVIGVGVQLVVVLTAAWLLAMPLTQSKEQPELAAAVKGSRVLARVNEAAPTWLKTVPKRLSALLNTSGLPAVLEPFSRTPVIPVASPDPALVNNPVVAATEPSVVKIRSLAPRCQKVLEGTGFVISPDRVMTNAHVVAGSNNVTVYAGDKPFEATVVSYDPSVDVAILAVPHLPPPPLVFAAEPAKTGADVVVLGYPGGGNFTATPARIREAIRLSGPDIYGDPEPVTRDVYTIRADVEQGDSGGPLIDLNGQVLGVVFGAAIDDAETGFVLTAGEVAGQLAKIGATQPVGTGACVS
# DUSP3 inh: DUSP3 (human) phosphatase inhibition; actives 0.52% (n = 290,000); P51452; inhibition, % at 13.3 µM; recombinant VHR phosphatase, pNPP absorbance; in the data active = inhibition above about 50%; also: some compounds called inactive have numbers as strong as hits
# Target sequence (P51452 whole entry, looked up): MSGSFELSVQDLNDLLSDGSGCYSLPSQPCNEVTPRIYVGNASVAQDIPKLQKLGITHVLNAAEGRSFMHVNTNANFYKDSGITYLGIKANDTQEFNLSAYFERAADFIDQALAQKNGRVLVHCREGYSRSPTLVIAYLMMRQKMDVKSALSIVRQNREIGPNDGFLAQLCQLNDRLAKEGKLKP
# PrPC TRFRET: reduces human prion protein on the cell surface; P04156; cell surface PrPC, TR-FRET read-out; inhibition, % at 13.8 µM; actives 0.43% (n = 370,000); AID 720596; in the data active = inhibition above about 24%; also: 0% = median of the test wells and 100% = reference compound wells
# SSB-PriA inh: K. pneumoniae PriA-SSBct interaction inhibition. inhibition, % at 33 µM. AlphaScreen SSBct-PriA binding, biotinylated peptide. actives 0.6% (n = 430,000); in the data active = inhibition mostly above about 37%, no sharp cut-off; inactive = mostly below about 20%;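 also: plate controls were negative control peptide for no effect and reference peptide for full effect; strong numbers were not always called active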
# 3CLpro inhibitor: SARS-CoV 3CLpro protease inhibition. P0C6X7. actives 0.14% (n = 290,000). recombinant SARS-CoV 3CLpro, quenched FRET peptide cleavage. inhibition, % at 6 µM. AID 1706; in the data active = inhibition above about 12%
# Yp Topo-I inh: blocks Yersinia pestis topoisomerase I activity | AID 504884 | Y. pestis Topo-I cleavage product accumulation, plate reader | activity, % at 10 µM | actives 0.064% (n = 360,000); in the data active = activity above about 50%, passing the limit was not always enough; also: inactives centre near 2
# * marks the source's active call; other numbers are inactive results; i = inactive; . = not tested or not shown; & = joins results of further samples. This is a subset. The share of hits here may be higher or lower than overall.
SMILES,MazEF act,CCHF vOTU inh,TcdB GH inh,Vc quorum ag,Rv3671c inh,DUSP3 inh,PrPC TRFRET,SSB-PriA inh,3CLpro inhibitor,Yp Topo-I inh
O=C(O)C1CC=CCC1C(=O)c1ccccc1 (stereo not given),8,19,.,-0.3,11,-15,4,-15,5,-9
CC(C)(C)c1cc(CP(=O)(c2ccccc2)c2ccccc2)cc(C(C)(C)C)c1O,5,20,1.7,-0.4,-5,-8,12,3,10,-1
FC(F)Oc1cccc2cccnc12,1,-4,.,-6.5,4,13,-2,-12,2,3
Cc1ccc(S(=O)(=O)N(C)c2ccc(C(=O)Nc3cccc(C)n3)cc2)cc1,8,-3,-1.6,-0.1,-8,20,12,-15,4,11
Cc1ccc(NC(=O)CCSc2ccccc2)c(C)c1,.,.,.,i,6,11,.,.,1,5
CC1CCN(c2ccc3c(c2)S(=O)(=O)c2cccc(C(=O)NC4CC4)c2C3=O)CC1,-37,12,1.0,i,-14,.,-43,-2,.,1
CN1CCN(c2ccc(NC(=O)c3cc(S(N)(=O)=O)ccc3N3CCOCC3)cc2)CC1,4,2,-2.0,i,8,.,2,-6,.,-8
COc1ccc(C(=O)CSc2nc(=O)n(Cc3cccnc3)c3c2CCC3)cc1,2,6,0.1,i,.,.,-6,0,.,26
CCN(CC(=O)NC1CCS(=O)(=O)C1)Cc1nc2c(Br)cc(Br)cc2c(=O)[nH]1 (stereo not given),6,-10,-2.2,-0.3,-5,15,6,-14,3,6
CCOC(=O)C1(CC2CCCCO2)CCN(Cc2nc(-c3cccs3)oc2C)CC1 (stereo not given),2,4,0.0,-0.3,3,18,0,-4,-2,29
Cc1cccc(NS(=O)(=O)c2cc3c(cc2C)n(C)c(=O)c(=O)n3C)c1,21,-1,0.6,-0.4,3,2,-1,-6,-3,-11
COc1ccc(CSc2nc3ccccc3c(=O)[nH]2)cc1F,22,-1,0.6,-0.4,-8,15,5,3,-1,16
CCN(C(=O)CN1C(=O)/C(=C/c2ccc(F)cc2)SC1=S)C1CCS(=O)(=O)C1 (stereo not given),0,11,1.9,i,-18,19,0,4,3,-2
COc1ccc2ccc(O)c(CN(C)CC(=O)Nc3ccccc3C(F)(F)F)c2c1,-3,-15,1.1,4.0,-6,-25,1,-12,-1,-1
S=c1[nH]nc(-c2cccs2)n1/N=C/c1cccs1,0,5,-0.7,-0.5,-2,2,-11,.,1,5
COc1ccc(-c2nc3scc(-c4ccccc4)n3n2)cc1,4,-5,.,i,-16,16,-7,-9,-1,9
COc1ccc(C(=O)c2nc3ccccc3n2C(C)C)cc1OC,2,-6,1.4,i,-16,9,4,-8,-3,14
COc1ccc(/C=C/C(=O)O)cc1S(=O)(=O)N1CCC(C)CC1,5,5,1.3,-2.2,6,21,-4,6,2,-1
Cc1ccc(NS(=O)(=O)c2ccc3c(c2)NC(=O)CO3)cc1C,14,-2,0.6,-0.6,4,6,9,7,-2,2
O=[N+]([O-])c1cccc(CSc2nc3ccccc3[nH]2)c1,8,-11,.,-0.3,1,-4,-12,5,-2,1
Cc1c(N(C)S(=O)(=O)c2ccc(Cl)c(C(=O)N3CCC(C(N)=O)CC3)c2)c(=O)n(-c2ccccc2)n1C,-3,-7,-2.7,i,2,.,-4,4,.,0
O=C(COc1ccccc1Cl)NC(=O)NC1CCCC1,11,-15,.,-1.5,-5,7,-2,-13,5,9
CC(C)C(=O)N(Cc1ccccc1)c1ccccn1,-13,-5,.,-4.2,-9,20,-6,-2,1,4
O=C(CCc1nnc2n(Cc3ccc(Cl)cc3)c(=O)c3ccccc3n12)NCCN1CCCC1,8,-1,-0.2,-0.2,3,8,4,9,0,-10
CNC(=O)COC(=O)/C=C/c1ccc(F)cc1,-5,-15,0.4,3.0,-2,8,0,-8,1,3
# Additional entries.
SMILES,MazEF act,CCHF vOTU inh,TcdB GH inh,Vc quorum ag,Rv3671c inh,DUSP3 inh,PrPC TRFRET,SSB-PriA inh,3CLpro inhibitor,Yp Topo-I inh
CCCCC1CC1C(=O)Nc1ccc(OC)c(OC)c1 (stereo not given),-2,-6,.,-0.2,4,-9,0,-16,1,-3
O=C1CC(c2ccccc2)CN1C(=O)c1ccccc1 (stereo not given),-5,9,.,i,2,-18,5,-7,-2,-1
C=CCN(c1cccc(C(F)(F)F)c1)S(=O)(=O)c1cccc(C(=O)OCC(=O)Nc2ccccc2)c1,1,26,-0.2,-6.8,-48,8,-4,-23,2,7
CCOC(=O)Nc1c2ccccc2nc2ccccc12,8,-120,0.6,-0.7,-1,1,-10,-1,0,4
CC(C)CCNC(=O)c1ccc(-n2cnc3cccnc32)cc1,-1,-1,0.4,-1.2,11,.,-7,-4,-2,2
Cc1cc(OC(=O)c2cc(Cl)nc3ccccc23)ccc1Cl,-1,3,.,.,-9,15,-3,-8,3,-7
Cc1cc(C)cc(C(=O)O/N=C(\N)c2ccc(Br)cc2)c1,14,-5,.,5.6,-7,10,0,i,6,9
S=C1SCN(Cc2ccccn2)CN1Cc1ccco1,-4,-11,.,i,-5,10,0,48*,-4,-1
O=C(Cc1ccccc1)Nc1ccc(NC(=O)c2cccnc2)cc1,0,-9,1.5,0.7,5,11,5,-2,0,1
O=C(O)c1cn(-c2ccccc2)nc1-c1ccc(Cl)cc1,-1,11,0.5,-0.7,-2,.,3,-11,3,1
CCOC(=O)Cn1c(C)cc(=O)c2ccccc21,4,2,.,i,0,23,5,6,2,2
CCN(Cc1cc(=O)n2ccsc2n1)Cc1nc2ccccc2c(=O)[nH]1,2,-9,-0.7,-0.3,-6,0,3,5,1,-2
CC(C)CC(c1nnnn1Cc1ccc(F)cc1)N1CCC(C(N)=O)CC1 (stereo not given),1,-10,0.0,-0.3,2,23,4,-23,0,-16
C=CCCN([C@@H](C)C(=O)OC)S(=O)(=O)c1ccccc1Br,7,-7,0.4,i,2,49,-6,-9,.,1
Cc1cccc(N(CC(=O)NC(C)(C)C)C(=O)CNC(=O)c2cccs2)c1C,1,-14,-0.1,i,-3,29,11,-9,-1,1
O=C(Nc1ccc(C(F)(F)F)cc1)c1ccc2ncsc2c1,-2,7,1.0,i,-25,2,2,0,1,-1
O=C(Cn1c(=O)n(CC2CCCO2)c(=O)c2ccccc21)N1CCN(c2ccccc2)CC1 (stereo not given),0,-1,.,0.8,6,7,-6,-5,5,6
C=CCN1CCN(c2ccncc2S(=O)(=O)N2CCOCC2)CC1,4,8,.,0.5,3,6,-1,3,7,-6
Cc1nn(-c2ccc(F)cc2)c2nc(N)c(C#N)c(-c3ccc(O)c(O)c3)c12,26,-2,0.6,-0.3,.,-2,6,12,5,-5
CC(=O)Nc1sc(N/N=C\c2ccccc2Cl)nc1-c1cccs1,13,4,0.3,-0.7,1,5,2,.,1,-24
C[C@@H]1CN([C@H](C)CO)C(=O)c2c(c3ccccc3n2C)-c2ccccc2CO[C@H]1CN(C)C(=O)Nc1ccccc1,-1,0,1.5,0.9,.,.,5,.,.,37
Cc1ccc(NC(=O)c2cc(-c3ccc(C)o3)nc3ccccc23)cc1,2,0,.,-0.6,-10,32,-7,0,2,11
COc1ccccc1NC(=O)c1cc(S(=O)(=O)NCc2ccccc2)ccc1F,4,-2,2.4,-0.3,-7,12,1,-11,3,0
COc1cc(NC(=O)c2ccco2)c(OC)cc1NC(=O)CCC(=O)Nc1cccc(C)c1C,2,4,.,-0.4,-7,30,4,-1,-3,12
COc1ccccc1N1CCN(c2ccc3c(c2)S(=O)(=O)c2cccc(C(=O)NCC4CC4)c2C3=O)CC1,0,-2,1.3,i,.,.,-17,.,.,38

# Entries shown so far containing a COOH group (3):
SMILES,MazEF act,CCHF vOTU inh,TcdB GH inh,Vc quorum ag,Rv3671c inh,DUSP3 inh,PrPC TRFRET,SSB-PriA inh,3CLpro inhibitor,Yp Topo-I inh
O=C(O)C1CC=CCC1C(=O)c1ccccc1 (stereo not given),8,19,.,-0.3,11,-15,4,-15,5,-9
COc1ccc(/C=C/C(=O)O)cc1S(=O)(=O)N1CCC(C)CC1,5,5,1.3,-2.2,6,21,-4,6,2,-1
O=C(O)c1cn(-c2ccccc2)nc1-c1ccc(Cl)cc1,-1,11,0.5,-0.7,-2,.,3,-11,3,1

# Reformatted as labelled records: entries from further up
O=C(Cc1ccccc1)Nc1ccc(NC(=O)c2cccnc2)cc1
- MazEF act: 0
- CCHF vOTU inh: -9
- TcdB GH inh: 1.5
- Vc quorum ag: 0.7
- Rv3671c inh: 5
- DUSP3 inh: 11
- PrPC TRFRET: 5
- SSB-PriA inh: -2
- 3CLpro inhibitor: 0
- Yp Topo-I inh: 1
CNC(=O)COC(=O)/C=C/c1ccc(F)cc1
- MazEF act: -5
- CCHF vOTU inh: -15
- TcdB GH inh: 0.4
- Vc quorum ag: 3.0
- Rv3671c inh: -2
- DUSP3 inh: 8
- PrPC TRFRET: 0
- SSB-PriA inh: -8
- 3CLpro inhibitor: 1
- Yp Topo-I inh: 3

# The listing picks up, repeating the 3 entries before the break.
SMILES,MazEF act,CCHF vOTU inh,TcdB GH inh,Vc quorum ag,Rv3671c inh,DUSP3 inh,PrPC TRFRET,SSB-PriA inh,3CLpro inhibitor,Yp Topo-I inh
COc1ccccc1NC(=O)c1cc(S(=O)(=O)NCc2ccccc2)ccc1F,4,-2,2.4,-0.3,-7,12,1,-11,3,0
COc1cc(NC(=O)c2ccco2)c(OC)cc1NC(=O)CCC(=O)Nc1cccc(C)c1C,2,4,.,-0.4,-7,30,4,-1,-3,12
COc1ccccc1N1CCN(c2ccc3c(c2)S(=O)(=O)c2cccc(C(=O)NCC4CC4)c2C3=O)CC1,0,-2,1.3,i,.,.,-17,.,.,38
CCCCN(CC)CCCNC(=O)c1cn(-c2ccc(OC)cc2)c(=O)c2ccccc12,6,12,1.3,i,-3,31,-9,17,-1,-1
COc1ccc(N(C)S(=O)(=O)c2cccc(C(=O)NC3=NCCS3)c2)cc1,4,-9,.,i,5,21,-8,-17,1,3
CC(=C/C(=O)O)/C=C/c1ccc(Cl)o1,-1,-7,.,0.1,2,22,0,0,3,0
Cc1cc(C(=O)Nc2nnc(C(F)(F)F)s2)no1,5,-8,-0.1,-0.2,6,-1,4,0,-2,4
O=C(N/N=C/c1ccoc1)c1ccc([N+](=O)[O-])cc1,0,0,0.7,i,.,23,-23,.,-4,6
O=C(c1cc2ncc(Br)cn2n1)N1CCCCC1,-3,1,0.1,0.8,-6,25,-6,-4,-3,-1
Nc1ccc2cc3ccccc3cc2c1,14,13,0.7,-0.4,.,.,-36,4,.,-25
COc1ccc(C(=O)C(C)OC(=O)CN2C(=O)c3ccccc3C2=O)cc1 (stereo not given),7,14,1.3,-2.2,-4,.,-6,-4,.,2
C[C@H](CO)N1C[C@H](C)[C@H](CN(C)C(=O)OCc2ccccc2)OCc2cnnn2CCCC1=O,5,-1,0.4&-12&-0.8,-2.4,.,.,-2,.,.,9
O=C(/C=C/c1ccccc1Cl)OCC(=O)c1ccc[nH]1,2,5,-1.1,i,-5,.,-9,-5,.,15

# Complete entries, quoted from the list:
# Shown for O=C(/C=C/c1ccccc1Cl)OCC(=O)c1ccc[nH]1 : MazEF act: 2; CCHF vOTU inh: 5; TcdB GH inh: -1.1; Vc quorum ag: i; Rv3671c inh: -5; DUSP3 inh: .; PrPC TRFRET: -9; SSB-PriA inh: -5; 3CLpro inhibitor: .; Yp Topo-I inh: 15
# Shown for C[C@H](CO)N1C[C@H](C)[C@H](CN(C)C(=O)OCc2ccccc2)OCc2cnnn2CCCC1=O : MazEF act: 5; CCHF vOTU inh: -1; TcdB GH inh: 0.4&-12&-0.8; Vc quorum ag: -2.4; Rv3671c inh: .; DUSP3 inh: .; PrPC TRFRET: -2; SSB-PriA inh: .; 3CLpro inhibitor: .; Yp Topo-I inh: 9
